Screens (PubChem)
CAL PDZ FP-1: CAL PDZ peptide-binding inhibitors, primary screen, biochemical, fluorescence polarization, Cer-tagged CAL PDZ, HTS | 330,000 compounds, 0.02% hits | inhibition, % at 20 µM | Golgi-associated PDZ and coiled-coil motif-containing protein (Homo sapiens), Q9HD26 | AID 504414, 2011 | purified CAL PDZ, TMR-peptide fluorescence polarization, 1 h;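 active = highest replicate inhibition of at least 40%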;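 note: plate controls were DMSO neutral control wells for no effect and unlabeled competitor peptide control wells for full effect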
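material = purified tagged CAL PDZ domain construct (CerCALP) | compound dosing = 20 µM, one dose | times = 1 h at RT | measured by = fluorescence polarization from S- and P-plane intensities, G-factor corrected | read-out = inhibition from polarization loss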
PvdQ acylase: P. aeruginosa PvdQ acylase inhibitors, primary screen, biochemical, fluorescence, plate reader and imaging, single point | PvdQ acylase [Pseudomonas aeruginosa LESB58] | inhibition, % at 10 µM | AID 488965, 2010 | purified PvdQ acylase | 340,000 compounds, 0.063% hits; in the data active = inhibition above about 30%, passing the limit was not always enough;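 note: 0% = vehicle neutral wells and 100% = reference inhibitor wells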
dFosB activator: activators of delta FosB homodimer, primary screen, biochemical, fluorescence polarization, TAMRA-CDK5 oligo, single point. purified delta FosB; percent of positive-control signal above neutral wells. activation, % at 25 µM. 340,000 compounds, 0.99% hits. AID 493131, 2011;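 active = mean activation above about 17%, with every replicate also reaching it, limit read from the data, passing the limit was not always enough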;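 note: fluorescence polarization rise as delta FosB binds a TAMRA Cdk5 AP-1 oligo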
Target sequence (P13346 whole entry, looked up): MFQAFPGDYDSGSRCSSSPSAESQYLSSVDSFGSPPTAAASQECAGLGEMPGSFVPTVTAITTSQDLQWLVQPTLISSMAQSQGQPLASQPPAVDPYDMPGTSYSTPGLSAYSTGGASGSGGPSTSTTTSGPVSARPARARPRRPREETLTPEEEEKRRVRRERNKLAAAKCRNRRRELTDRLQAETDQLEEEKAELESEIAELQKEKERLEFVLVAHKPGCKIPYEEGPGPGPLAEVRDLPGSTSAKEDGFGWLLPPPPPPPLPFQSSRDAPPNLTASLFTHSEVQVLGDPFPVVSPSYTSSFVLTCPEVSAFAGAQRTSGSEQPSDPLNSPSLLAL
CAL PDZ FP-2: untagged CAL PDZ binding inhibitors, primary screen, biochemical, fluorescence polarization, HTS; Golgi-associated PDZ and coiled-coil motif-containing protein (Homo sapiens), Q9HD26; purified CAL PDZ, TMR-peptide fluorescence polarization, 1 h; inhibition, % at 24.9 µM; 300,000 compounds, 0.92% hits; AID 602252, 2012;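 active = mean inhibition of at least 30% with at least half of replicates also reaching 30%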;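 note: 0% = DMSO neutral control and 100% = excess unlabeled competitor peptide PRC23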
NSD2 HMT inh: NSD2 histone methyltransferase inhibitors, primary screen, biochemical, AlphaScreen, single concentration, set 2; NSD2 peptide methylation, 120 min; inhibition, % at 12.5 µM; 310,000 compounds, 0.54% hits; AID 743445, 2014; in the data active = inhibition above about 50%
MITF act: activators of MITF-driven TRPM1 promoter reporter, primary screen, cell-based, SK-MEL-5, luciferase, single point. SK-MEL-5 TRPM1-promoter luciferase, 24 h; % of positive control, neutral wells = 0. activation, % at 12.5 µM. 300,000 compounds, 0.75% hits. AID 588334, 2011;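 active = mean activation of at least 80% with every replicate also reaching 80%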;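 note: 0% = neutral control wells and 100% = parthenolide positive control wells; values of inactives mirror those of a sister screen read the other way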
Rtt109 HAT inh: inhibitors of C. albicans Rtt109/Vps75 HAT, primary screen, biochemical, ThioGlo CoA-SH fluorescence, plate reader; 330,000 compounds, 0.16% hits; purified Rtt109/Vps75, 4 h; AID 540336, 2011; inhibition, % at 34.9 µM;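 active = inhibition of at least 50% in every replicate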
Target sequence (Q5AAJ8 whole entry, looked up): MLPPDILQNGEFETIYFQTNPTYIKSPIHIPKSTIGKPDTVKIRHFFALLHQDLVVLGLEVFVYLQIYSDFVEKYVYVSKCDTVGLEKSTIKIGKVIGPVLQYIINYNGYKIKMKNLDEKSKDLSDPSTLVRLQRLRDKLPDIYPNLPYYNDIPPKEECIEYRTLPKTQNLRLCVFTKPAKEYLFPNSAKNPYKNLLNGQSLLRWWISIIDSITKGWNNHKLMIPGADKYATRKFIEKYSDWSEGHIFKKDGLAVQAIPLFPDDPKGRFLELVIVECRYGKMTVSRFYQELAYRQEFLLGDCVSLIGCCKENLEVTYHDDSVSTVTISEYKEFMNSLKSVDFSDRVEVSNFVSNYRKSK
PfHsp90 yeast 2: growth inhibition of PfHsp90-expressing yeast, primary screen, antimalarial PfHsp90 inhibitor project, S. cerevisiae, BacTiter-Glo luminescence, single point, set 2. BacTiter-Glo ATP, 48 h; yeast lacking PDR1 and PDR3 efflux regulators. inhibition, % at 9.4 µM. 310,000 compounds, 0.32% hits;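 active = every replicate shows inhibition above about 80%, whatever the replicate mean, limit read from the data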;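 note: 0% = DMSO neutral controls and 100% = 20 µM radicicol positive controls; yeast relying on Plasmodium falciparum Hsp90 in place of its own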
SR-BI DiI inh: inhibitors of SR-BI mediated HDL lipid uptake, primary screen, ldlA[mSR-BI] cells, fluorescence, single point; ldlA[mSR-BI] CHO cells, DiI-HDL uptake fluorescence, 3 h; inhibition, % at 12.5 µM; 320,000 compounds, 0.96% hits; AID 488896, 2010;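 active = mean replicate inhibition of at least 70% and a set share of replicates each scoring 70 or more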;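 note: 0% = median of neutral control wells and 100% = median of positive control wells; values of inactives mirror those of a sister screen read the other way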
SR-BI uptake up: activators of SR-BI mediated DiI-HDL uptake, primary screen, ldlA[mSR-BI] CHO cells, DiI fluorescence. 3 h; 100 = double the neutral-control signal. activation, % at 12.5 µM. 320,000 compounds, 0.096% hits. AID 504775, 2011;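 active = mean replicate activation of at least 60% and every replicate at or above 60%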;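 note: 0% = median plate neutral-control signal and 100% = twice that signal; values of inactives mirror those of a sister screen read the other way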
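Test system: SR-BI-overexpressing, LDLR-lacking CHO cells; Also added: labelled HDL, 10 µg/mL; Measured by: bottom-read cell fluorescence after medium removal, ex 550/em 595 nm; Timing: 3 h uptake period with compound, 37 °C; Buffer or medium: F12, 0.5% BSA, 25 mM HEPES; Doses: single compound concentration, delivered by pin transfer.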
An asterisk follows results filed as active; x = not tested or not shown.

SMILES	CAL PDZ FP-1	PvdQ acylase	dFosB activator	CAL PDZ FP-2	NSD2 HMT inh	MITF act	Rtt109 HAT inh	PfHsp90 yeast 2	SR-BI DiI inh	SR-BI uptake up
CCCN1CCN(CCCNC(=O)CCCn2nc(C)c3sc4ccccc4c3c2=O)CC1	-1.8	-5.1	-16.4	-3.6	10.9	4.8	0.8	-15.2	-5.5	5.5
CCNC(=O)c1ccc(C23CC4CC(CC(C4)C2)C3)o1	-1.4	-21.2	-9.9	1.3	-3.4	0.3	-26.2	x	3.4	-3.4
COc1ccc(C)cc1NC(=O)COC(=O)c1c(C)noc1C	-0.9	-19.4	3.5	-3.5	-0.8	-2.4	2.1	-0.1	-4.0	4.0
CN(C)S(=O)(=O)c1cccc(NC(=O)COC(=O)c2ccc3ccccc3n2)c1	-0.5	-6.4	-8.4	-3.1	-3.2	x	-3.7	12.0	-4.4	4.4
O=C(NCc1ccc(F)cc1)c1ccc(CS(=O)(=O)c2ccc(Br)cc2)o1	-1.1	-18.3	-0.1	-0.1	-1.3	-5.3	3.0	-2.2	2.8	-2.8
CCN(CC)C(=O)CN(c1cccc(Br)c1)S(C)(=O)=O	0.5	3.4	1.7	4.2	0.5	0.4	19.4	-11.8	2.2	-2.2
Cn1c(NC(=O)c2ccccc2F)c(-c2cccs2)c(=O)c2ccccc21	0.9	0.4	-2.5	-3.5	-2.6	-2.9	-4.8	24.2	-8.4	8.4
CC(NC(=O)Nc1cccnc1)(C(F)(F)F)C(F)(F)F	-0.8	-9.4	2.0	-2.2	x	x	-33.0	x	-29.4	29.4
CSc1ncccc1C(=O)OCC(=O)c1ccc(S(=O)(=O)N2CCCCC2)cc1	-1.9	-10.8	-7.8	-1.1	1.6	-5.6	-2.8	-13.8	9.4	-9.4
Cc1cc(C)c(C(=O)NNC(=O)c2cccnc2)c(C)c1	-1.2	-8.5	0.7	-1.1	1.8	-0.3	-2.6	-51.1	-20.2	20.3
CCCC(=O)Nc1cccn(Cc2ccccc2Br)c1=O	-1.5	-6.3	0.3	-2.8	2.5	7.5	-14.4	13.0	11.1	-11.1
CC1CCN(CC(=O)NCCc2ccc(F)cc2)CC1	0.2	0.7	-3.3	-0.7	-0.7	-1.4	-0.4	-3.5	-3.5	3.5
CCc1nc(Nc2ccc(O)cc2)c2oc3ccccc3c2n1	1.7	-13.1	-3.7	-6.9	-0.6	2.5	5.5	-0.5	5.4	-5.4
COc1ccc(Nc2nc(N3CCOCC3)nc(N3CCOCC3)n2)cc1	-0.7	0.4	-1.0	8.9	0.4	x	0.2	-9.9	12.1	-12.1
Cc1cc(NC(=O)CSc2nnc(-c3ccccc3)o2)no1	-1.9	-12.1	3.8	0.5	-2.2	14.5	-9.0	7.4	-21.9	21.9
CCN(CC)c1nc2nonc2nc1N(CC)CC	0.1	-10.2	2.1	5.1	5.1	x	-10.1	x	4.5	-4.5
Clc1ccc(Cl)c2sc(N3CCOCC3)nc12	-0.7	-2.2	-6.3	1.0	-4.1	3.1	-7.9	-26.9	4.2	-4.2
Cc1ccc(OCCN(C)C)c([N+](=O)[O-])c1	0.6	5.3	-0.8	-1.9	1.8	6.1	4.6	-4.5	-2.6	2.6
CCc1c(C)nc2ncnn2c1N1CCCC(C(=O)NCc2ccco2)C1 (stereo unspecified)	-0.5	0.6	-3.0	x	6.3	-9.7	3.4	17.3	-10.4	10.4
CCOc1ccc(CN2CCN(Cc3ccsc3)C(CCO)C2)cc1CO (stereo unspecified)	-2.2	-3.2	-1.3	-0.8	x	-10.4	x	-1.7	-20.5	20.5
CCOC(=O)c1c(C)[nH]c(C)c1C(=O)COC(=O)c1c(OC)cccc1OC	-2.4	12.1	-9.0	-4.1	1.9	0.5	8.2	-0.8	-32.6	32.6
CCCOc1ccc(Cc2c(COCC)[nH]c(=S)[nH]c2=O)cc1	-1.2	-11.7	-8.9	2.6	-5.5	7.1	-1.8	39.5	5.2	-5.2
CC1(C)NC(=O)N(CC(=O)N2CCN(c3ccc([N+](=O)[O-])cc3)CC2)C1=O	0.4	8.0	2.1	-5.5	0.1	-0.3	13.6	15.7	8.0	-8.0
COC(=O)CN(c1cc(C(F)(F)F)ccc1Cl)S(C)(=O)=O	-2.2	-4.2	-2.4	-3.6	-2.7	-0.6	-2.8	-1.8	15.8	-15.8

Compound profiles, from the list above. Screens in order: CAL PDZ FP-1, PvdQ acylase, dFosB activator, CAL PDZ FP-2, NSD2 HMT inh, MITF act, Rtt109 HAT inh, PfHsp90 yeast 2, SR-BI DiI inh, SR-BI uptake up
Results for CCc1c(C)nc2ncnn2c1N1CCCC(C(=O)NCc2ccco2)C1 (stereo unspecified) = -0.5, 0.6, -3.0, x, 6.3, -9.7, 3.4, 17.3, -10.4, 10.4
Results for CCOc1ccc(CN2CCN(Cc3ccsc3)C(CCO)C2)cc1CO (stereo unspecified) = -2.2, -3.2, -1.3, -0.8, x, -10.4, x, -1.7, -20.5, 20.5
Results for CCc1nc(Nc2ccc(O)cc2)c2oc3ccccc3c2n1 = 1.7, -13.1, -3.7, -6.9, -0.6, 2.5, 5.5, -0.5, 5.4, -5.4

Further structures.
SMILES	CAL PDZ FP-1	PvdQ acylase	dFosB activator	CAL PDZ FP-2	NSD2 HMT inh	MITF act	Rtt109 HAT inh	PfHsp90 yeast 2	SR-BI DiI inh	SR-BI uptake up
O=C(NCc1ccccc1)N1CCOCC1	-1.1	-13.2	1.8	-3.3	-1.2	10.5	-1.2	3.3	x	x
C/C(=C\C(=O)O)C(=O)Nc1nccs1	-0.5	-14.7	-0.2	-3.8	0.0	-9.2	-20.7	-37.2	-3.2	3.2
COc1ccc2sc(N(CCCN(C)C)C(=O)c3ccc(S(=O)(=O)N(C)C4CCCCC4)cc3)nc2c1	-4.4	-2.0	15.3	-5.3	3.0	-55.1	22.9	x	19.2	-19.2
Cc1ccc2oc(C(=O)N3CCC(N4CCSCC4)CC3)c(C)c2c1	-1.0	-3.8	-20.3	-6.4	25.9	4.6	2.1	6.1	-7.9	7.9
Cc1cccc(C(=O)NCc2nnc(SCC(=O)NC(C)c3ccccc3)n2C)c1 (stereo unspecified)	0.2	-0.8	3.9	-2.4	-2.8	-8.3	9.5	10.0	-9.2	9.2
N#Cc1ccc(-c2cccnc2)nc1SCc1ccc(Cl)cc1Cl	-1.7	-13.1	107.6*	-0.7	-0.8	12.2	-12.2	-16.8	36.2	-36.2
Nc1nonc1C(=O)NCCNc1ncccc1[N+](=O)[O-]	-1.3	-8.7	2.9	-1.7	0.0	-5.1	-7.1	4.7	5.7	-5.7
CC(=O)c1sc(N/N=C/c2cccc(O)c2)nc1C	1.3	0.2	1.1	x	x	92.9*	6.9	-17.9	x	x
COc1ccc2c(c1)CC/C(=C\C=C\c1ccccc1)C2=O	x	-13.8	-7.1	-6.5	0.1	x	-11.6	x	10.5	-10.5
Oc1ccc(CN2CCCc3ccccc32)c2cccnc12	2.2	-19.5	-14.6	-2.3	x	-27.7	2.2	15.9	10.1	-10.1
Cc1ccccc1NC(=O)c1ocnc1C	0.4	1.2	3.0	0.9	x	x	-17.2	-2.6	-20.2	20.2
COc1ccc(NC(=O)c2ccccc2CC[N+](=O)[O-])cc1	-0.8	-2.0	1.0	0.8	-4.0	-7.9	4.0	9.9	1.4	-1.4
CN(C)S(=O)(=O)c1ccc(C(=O)NCc2nnc(SCC(=O)Nc3ccc(F)cc3)n2-c2ccc(F)cc2)cc1	-1.8	-11.6	-1.6	0.7	-2.1	-3.8	10.7	-8.5	31.4	-31.4
CC(=O)Nc1ccc(Cl)c(-c2nc3ncccc3o2)c1	-2.4	-4.1	-15.0	1.6	2.8	2.5	0.8	13.0	20.2	-20.2
Cc1cc(C)n(-c2ccc(NC(=O)C3CCN(Cc4cnc(C)s4)CC3)cc2)n1	-0.6	2.5	2.5	-4.8	-1.5	8.7	-8.0	-10.5	6.1	-6.1
CN(C)S(=O)(=O)c1cccc(NC(=O)c2ccncc2)c1	0.1	0.2	-7.1	-3.3	3.7	-6.1	-6.0	7.5	0.0	0.0
CCC(=O)Nc1ccc(NC(=O)CN2CCCC(C)C2)c(Cl)c1 (stereo unspecified)	-0.1	0.3	-4.8	0.1	6.2	4.3	-13.9	16.7	-6.8	6.8
Cc1ccc(S(=O)(=O)n2cc(-c3ccccc3)c(N)n2)cc1	x	-27.3	-3.5	0.3	-0.9	-5.8	2.4	-5.3	21.7	-21.7
CC(C)c1nc(CNC(=O)C2CCC(=O)N(CCc3ccc(Cl)cc3)C2)no1 (stereo unspecified)	-1.7	-6.7	-2.0	-2.7	-0.4	4.9	0.1	17.4	-12.8	12.8
N#C/C(=C\c1cccs1)c1nc2ccccc2[nH]1	-1.0	10.4	-10.0	18.1	x	14.9	-18.9	28.6	-7.9	7.9
O=C(N[C@H]1C/C=C\C[C@@H](CC(=O)N(CCO)Cc2ccccc2)C(=O)N2CCC[C@H]2COC1=O)OCC1c2ccccc2-c2ccccc21	-0.2	4.1	-1.0	-4.3	x	10.0	-14.8	0.4	-3.3	3.3
O=C(Cn1cnc2c(nnn2-c2ccc(F)cc2)c1=O)N1CCCC1	-2.3	-3.9	-1.6	x	-0.6	-9.3	0.6	7.2	8.0	-8.0
O=C(NC1CCCCC1)C(c1ccccc1F)N(Cc1ccco1)C(=O)c1ccccn1 (stereo unspecified)	-3.6	-8.8	-8.4	-0.7	-0.2	9.7	6.8	7.1	-0.6	0.6
COc1ccccc1NC(=O)CSc1nnc(CCC(=O)Nc2ccccc2F)n1C	0.0	8.7	-3.3	4.5	x	-8.7	7.2	-64.8	x	x
COc1ccccc1CNC(=O)c1ccc(SC)cc1OC	-0.5	-11.0	-9.0	x	-1.6	16.0	-8.9	-5.2	52.9	-52.9
FC(F)(F)c1ccc(NC(=S)NC2CCCCC2)cc1	-14.1	-16.4	-0.5	-8.1	0.6	37.8	11.2	-4.0	-19.1	19.1
CCOc1cc2c(cc1OCC)C(C(=O)O)C(c1ccc(OC)c(O)c1)N(C)C2=O (stereo unspecified)	-1.1	-5.2	-1.7	4.0	5.9	4.1	-6.5	3.4	-11.2	11.2
COc1ccc2c(c1)sc(=N)n2C	-0.6	-15.5	-3.4	-10.0	-0.9	-6.8	-3.2	-13.6	4.9	-4.9
COc1ccc(N(CC(=O)N2CCc3ccccc3C2)S(C)(=O)=O)cc1Cl	-0.7	-17.5	-8.6	-0.6	-2.2	5.7	-1.8	-14.0	14.1	-14.1
